# High-throughput results (PubChem BioAssay)
# Salmonella PhoP GFP – inhibitors of PhoP regulon expression, primary screen, Salmonella Typhimurium, GFP reporter (AID 1863) | 300,000 compounds, 0.16% hits | inhibition, % at 50 µM, or IC50 in µM where a hit was titrated | S. Typhimurium PhoP-regulated promoter GFP reporter, 4 h; higher % means a stronger effect;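 active = inhibition over 29.93%, a cutoff 3 SD above the screen mean, later confirmed by dose response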;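 also: 0% = low Mg2+ inducing control and 100% = high Mg2+ repressing control; strong numbers were not always called active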
# RSV CPE inhibition – RSV antiviral activity via CPE protection, HEp-2 cells, primary 10 µM value included (AID 2391) | HEp-2 cells, RSV-induced CPE inhibition; higher % means a stronger effect | CPE inhibition, % at 10 µM; hits with a dose series show IC50 in µM | 310,000 compounds, 0.13% hits; in the data active = a potency from the dose series; also: strong numbers were not always called active
# PMI inhibitors – inhibitors of human PMI, primary screen, biochemical, fluorescence intensity, coupled assay (AID 1209). 190,000 compounds, 0.42% hits. inhibition, % at 20 µM, or IC50 in µM where a hit was titrated. purified PMI enzyme, coupled fluorescence intensity; higher % means a stronger effect;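 also: plate controls were DMSO vehicle for no effect and wells lacking substrate for full effect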
# WT yeast gro inh – growth inhibition of WT strain, primary screen, mitochondrial fusion inhibitor project, WT and mutant strains, chemical genetic; mitochondrial fusion phenotypic screen; inhibition, % at 10 µM; 190,000 compounds, 2.1% hits; in the data active = inhibition above about 58%; tested in S. cerevisiae
# TNAP activation fold – human TNAP enzyme activators, primary screen, biochemical, luminescent, no phosphate acceptor, uHTS (AID 1001) | Alkaline phosphatase, tissue-nonspecific isozyme (Homo sapiens) | purified TNAP, luminescent activation assay, no phosphate acceptor; higher activation fold means a stronger effect | activation fold at 20 µM; hits with a dose series show EC50 in µM | 200,000 compounds, 0.03% hits; in the data active = activation fold from about 3, or a potency from the dose series; inactive = the rest, 99 in 100 with activation fold below about 1.6; also: many of its hits are not listed in these tables
# SIAH1 antagonists – Siah-1 peptide-binding antagonists, primary screen, biochemical, fluorescence polarization, rhodamine-plectin, uHTS (AID 1817) | Siah-1 / rhodamine-plectin peptide fluorescence polarization; higher % means a stronger effect | displacement, % at 20 µM, or IC50 in µM where a hit was titrated | 290,000 compounds, 0.02% hits;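 active = displacement of at least 50% at 20 µM, with a fluorescence ratio check between 0.3 and a set limit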;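 also: plate controls were Siah plus tracer with DMSO for no effect and tracer alone without Siah for full effect; strong numbers were not always called active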
# Myeloid diff MLP – induction of myeloid progenitor differentiation, primary screen, cell-based, flow cytometry, MLPCN library | ER-HoxA9 myeloid progenitors, lysozyme-GFP differentiation | 360,000 compounds, 1% hits | AID 624256, 2012 | calls only at 10 µM;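 active = normalized GFP-positive differentiation at or above the plate's own cutoff, the solvent-only control mean plus 3 SD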;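 also: cells exposed to compound for four days before flow analysis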
# XIAP antagonists – XIAP antagonists, biochemical, IAP family, fluorescence polarization (AID 1018). 200,000 compounds, 0.007% hits. XIAP BIR domain, fluorescence polarization peptide displacement; higher % means a stronger effect. one-dose displacement, % at 20 µM; IC50 in µM for titrated hits. E3 ubiquitin-protein ligase XIAP (Homo sapiens); in the data active = displacement above about 50%; also: a part of the inactive calls stands beside numbers as strong as those of hits
# PMI inhibition – human PMI inhibitors, high substrate, primary screen, biochemical, fluorescence intensity, high mannose 6-phosphate (AID 1220); recombinant PMI enzyme, coupled fluorescence intensity; higher % means a stronger effect; Mannose-6-phosphate isomerase (Homo sapiens); 190,000 compounds, 0.66% hits; inhibition, % at 20 µM, or IC50 in µM where a hit was titrated
# WT yeast gro inh mutant strain – second read-out of WT yeast gro inh, no call of its own (marks repeat the call); inhibition, %; mitochondrial fusion phenotypic screen, mutant strain inhibition
# Myeloid diff MLP GFP+ MAC1+ % – second read-out of Myeloid diff MLP, no call of its own (marks repeat the call); GFP+ MAC1+ double positive, %; measured here: differentiation confirmed by MAC1 staining
# * marks the source's active call; other numbers are inactive results; i = inactive; · = no result given; + = active, no number. Rule as the data show it, unless noted: active = inhibition above about 50%; inactive = the rest.
SMILES,Salmonella PhoP GFP,RSV CPE inhibition,PMI inhibitors,WT yeast gro inh,WT yeast gro inh mutant strain,TNAP activation fold,SIAH1 antagonists,Myeloid diff MLP,Myeloid diff MLP GFP+ MAC1+ %,XIAP antagonists,PMI inhibition
CCc1ccc(NC(=O)COC(=O)CN2C(=O)COc3ccccc32)cc1,-11%,-0.2%,-4%,24,4,1,-8%,i,0.7,-1.3%,-9%
Cc1ccc(S(=O)(=O)N(c2nc(NC(C)C)nc(NC(C)C)n2)n2cnnc2)cc1,4%,3.5%,23%,6,1,1.1,9%,i,0.0,-3.5%,8%
C/C(=N\OCC(=O)Nc1ccc(F)c(F)c1F)c1cc2ccccc2o1,-6%,6.8%,10%,25,2,1,-4%,i,1.1,-1.1%,6%
O=C(CNc1ccccc1F)Nc1cccc2ccccc12,-1%,5.3%,·,·,·,·,0%,i,0.7,·,·
CN1CCN(c2c(/C=N/O)c3ccccc3n2C)CC1,7%,1.0%,·,·,·,·,7%,i,1.0,·,·
O=C(C1COc2ccccc2O1)N1CCN(S(=O)(=O)c2ccccc2)CC1 (stereo not given),-1%,0.4%,·,·,·,·,3%,i,1.5,·,·
Cn1c(=O)[nH]c(=O)c2c1nc(N1CCOCC1)n2CC(O)COc1ccccc1 (stereo not given),-5%,-0.1%,2%,-3,1,1.1,-7%,i,0.6,-4.7%,4%
O=S1(=O)CCC(NC(=S)N2CCCCCC2)C1 (stereo not given),11%,0.7%,9%,-3,5,1,-1%,i,0.5,-3.4%,4%
Cc1ccc(/C(N)=N/OC(=O)c2ccc(F)cc2)cc1,7%,0.4%,10%,0,2,1.1,1%,i,6.3,-2.7%,4%
Cc1nc2ccccc2n1CC(O)COC1CCCCC1 (stereo not given),3%,-1.2%,-1%,-10,2,1.1,2%,i,4.1,-8.1%,-6%
O=C(Nc1ccccc1N1CCN(C(=O)c2ccc(Cl)cc2)CC1)c1ccc(Br)cc1,4%,10%,17%,22,15,1.1,-2%,i,0.4,0.6%,8%
Cc1ccc(C)c(NC(=O)CCCCCCCCCCC2COCCO2)c1 (stereo not given),13%,3.8%,14%,3,-2,1.2,7%,i,0.4,-15%,-2%
CCC(C)Nc1nc2ccccc2n2c(C)nnc12 (stereo not given),7%,0.9%,·,·,·,·,-1%,i,0.5,·,·
O=C1c2ccccc2NC(c2ccccc2O)N1c1ccc(F)cc1 (stereo not given),-4%,5.5%,·,·,·,·,3%,i,1.4,·,·
CC(Oc1ccccc1)C(=O)N=C1SC2CS(=O)(=O)CC2N1c1ccc(F)cc1 (stereo not given),-4%,0.7%,·,·,·,·,-6%,i,1.2,·,·

# An excerpt of these results, with values under each structure.
# Every second line gives: Salmonella PhoP GFP, RSV CPE inhibition, PMI inhibitors, WT yeast gro inh, WT yeast gro inh mutant strain, TNAP activation fold, SIAH1 antagonists, Myeloid diff MLP, Myeloid diff MLP GFP+ MAC1+ %, XIAP antagonists, PMI inhibition
> Cc1ccc(S(=O)(=O)N(c2nc(NC(C)C)nc(NC(C)C)n2)n2cnnc2)cc1
 : 4%, 3.5%, 23%, 6, 1, 1.1, 9%, i, 0.0, -3.5%, 8%
> O=C1c2ccccc2NC(c2ccccc2O)N1c1ccc(F)cc1 (stereo not given)
 : -4%, 5.5%, ·, ·, ·, ·, 3%, i, 1.4, ·, ·

# Quoted at random: seven compounds from above.
SMILES,Salmonella PhoP GFP,RSV CPE inhibition,PMI inhibitors,WT yeast gro inh,WT yeast gro inh mutant strain,TNAP activation fold,SIAH1 antagonists,Myeloid diff MLP,Myeloid diff MLP GFP+ MAC1+ %,XIAP antagonists,PMI inhibition
O=C(Nc1ccccc1N1CCN(C(=O)c2ccc(Cl)cc2)CC1)c1ccc(Br)cc1,4%,10%,17%,22,15,1.1,-2%,i,0.4,0.6%,8%
Cc1ccc(S(=O)(=O)N(c2nc(NC(C)C)nc(NC(C)C)n2)n2cnnc2)cc1,4%,3.5%,23%,6,1,1.1,9%,i,0.0,-3.5%,8%
CN1CCN(c2c(/C=N/O)c3ccccc3n2C)CC1,7%,1.0%,·,·,·,·,7%,i,1.0,·,·
Cc1nc2ccccc2n1CC(O)COC1CCCCC1 (stereo not given),3%,-1.2%,-1%,-10,2,1.1,2%,i,4.1,-8.1%,-6%
CCc1ccc(NC(=O)COC(=O)CN2C(=O)COc3ccccc32)cc1,-11%,-0.2%,-4%,24,4,1,-8%,i,0.7,-1.3%,-9%
Cn1c(=O)[nH]c(=O)c2c1nc(N1CCOCC1)n2CC(O)COc1ccccc1 (stereo not given),-5%,-0.1%,2%,-3,1,1.1,-7%,i,0.6,-4.7%,4%
C/C(=N\OCC(=O)Nc1ccc(F)c(F)c1F)c1cc2ccccc2o1,-6%,6.8%,10%,25,2,1,-4%,i,1.1,-1.1%,6%

# Next section:
SMILES,Salmonella PhoP GFP,RSV CPE inhibition,PMI inhibitors,WT yeast gro inh,WT yeast gro inh mutant strain,TNAP activation fold,SIAH1 antagonists,Myeloid diff MLP,Myeloid diff MLP GFP+ MAC1+ %,XIAP antagonists,PMI inhibition
O=C(Nc1ccc2ccccc2c1)N1CCN(c2ncccc2C(F)(F)F)CC1,10%,3.9%,28%,18,10,1,-1%,i,1.2,-1.2%,50%
Cc1cc(C)n2nc(SCCOc3ccccc3)nc2n1,-2%,-1.1%,7%,-1,7,1,-6%,i,0.2,-6.3%,-5%
COc1ccc(C(=O)NCCc2nnc3ccc(SCC(=O)NCCc4ccc(OC)c(OC)c4)nn23)cc1,0%,1.4%,·,·,·,·,5%,i,0.6,·,·
CCc1cccc(CC)c1NC(=O)COC(=O)c1ccccc1-c1nc2ccccc2s1,-7%,3.5%,11%,25,15,1,17%,i,0.5,-14%,9%
CC1SC(C)C(=O)N(CC(=O)Nc2ccc3c(c2)OCO3)C1=O (stereo not given),6%,0.0%,8%,-5,-8,1,10%,i,0.2,-13%,12%
COCCCNC(=S)NC1CC2CCC(C1)N2Cc1ccccc1 (stereo not given),7%,-1.4%,·,15,11,1,0%,i,0.2,-5.4%,·
CCC(=O)N=c1n(C)c2ccccc2n1CCOc1ccccc1,-15%,0.8%,-18%,-12,-8,1.1,-6%,i,0.4,-9.8%,-12%
Nc1cccc(-c2nc3ccccc3[nH]2)c1,-7%,0.8%,-5%,4,8,1.1,2%,i,7.4,-6.7%,-3%
CCCC(CCC)=NNC(=O)CN(Cc1ccccc1)S(=O)(=O)c1ccccc1,0%,1.0%,16%,-20,11,1,-4%,i,1.0,-8.4%,6%
CC(Sc1ncc(C(F)(F)F)cc1Cl)C(=O)NC(N)=O (stereo not given),-6%,1.9%,0%,-14,9,1.1,-2%,i,0.6,-7.7%,10%
COC(=O)c1cccc(NC(=O)NC(=O)c2ccc(Cl)cc2)c1,-4%,3.2%,·,·,·,·,-6%,i,0.0,·,·
CCC(=O)Nc1nnc(S(=O)(=O)N(CC)c2ccc(OC)cc2)s1,-10%,0.9%,·,·,·,·,5%,i,0.0,·,·
Cc1ccc(CNc2ccccc2C(=O)O)s1,5%,1.3%,·,·,·,·,5%,i,0.6,·,·
CCN1CCN(C(=O)/C(C#N)=C/c2ccc(OC(F)F)cc2)CC1,7%,1.6%,-12%,14,-8,1.1,1%,i,0.5,-6.8%,-3%
Cc1nn(-c2ccccc2)c(C)c1N,5%,0.1%,-3%,4,-23,1,-1%,i,0.8,-5.0%,-2%
COCCCNC(=O)c1cc(Sc2nnc(C)s2)nc2ccccc12,-11%,-1.4%,·,·,·,·,10%,i,1.1,·,·
COc1ccc(CC(=O)Nc2nc(-c3ccc(F)c(F)c3)cs2)cc1,-1%,9.9%,·,·,·,·,8%,i,4.9,·,·
CSCC[C@H](N)C(=O)N1CCC(C(=O)N[C@H](C)C(=O)NC(C)c2ccccc2)CC1 (stereo not given in full),13%,3.8%,·,·,·,·,-8%,i,0.9,·,·
O=C(O)/C=C/C(=O)NNc1ccc([N+](=O)[O-])cc1,1%,-0.4%,·,24,54,0.9,4%,i,0.1,-8.8%,·
Cc1ccccc1NC(=S)N(CCN(C)C)C(C)c1ccccn1 (stereo not given),-8%,-0.8%,-17%,-12,-11,0.8,0%,i,5.3,-6.7%,-14%
CC(=O)Nc1ccc(S(=O)(=O)NCc2nc(-c3ccccc3C)no2)cc1,1%,1.3%,·,·,·,·,0%,i,0.8,·,·
Cc1ccc(-c2cc(C(F)(F)F)c(C#N)c(=O)[nH]2)cc1,-5%,3.2%,20%,1,-5,1.2,3%,i,0.4,-1.1%,22%
O=C(NN1C(=O)C2C3C=CC(C4CC34)C2C1=O)c1ccccc1Cl (stereo not given),-10%,0.8%,4%,-10,-42,1.1,22%,i,0.1,-0.8%,-7%
COc1ccc(Cc2nc3ccc(C(=O)NCCn4cccn4)cc3o2)cc1,0%,1.0%,·,·,·,·,-2%,i,0.4,·,·
COc1ccc(O[C@H]2C=C[C@@H](c3ccccc3)O[C@@H]2COC(=O)CC/C(C)=N/O[C@@H](C)c2cc(-c3c(C)cc(C)cc3C)no2)cc1,-5%,·,5%,-11,-14,1.1,6%,·,·,-16%,7%
Cn1c(=O)c(Oc2cc(Cl)cc(Cl)c2)nc2ccccc21,23%,-0.5%,10%,-2,-2,1,15%,i,4.9,5.0%,11%
COc1ccc(OC)c(-c2csc3nnc(SCC(=O)Nc4ccc(NC(C)=O)cc4)n23)c1,-2%,-0.5%,12%,-8,-11,1.1,5%,i,2.0,-2.7%,22%
CN(CCNC(=O)C1CC(=O)N(c2ccc(F)c(Cl)c2)C1)Cc1ccccc1 (stereo not given),18%,-0.9%,-16%,8,4,1,-5%,i,1.9,-5.5%,-8%
O=C(c1ccc(S(=O)(=O)Cc2cc(F)ccc2F)c([N+](=O)[O-])c1)N1CCCCC1,-18%,2.3%,19%,-29,7,1,6%,+,·,-24%,18%
O=C(NC(c1ccccc1)c1ccccc1)C1(c2cccs2)CCOCC1,-2%,5.5%,-7%,8,9,1,-1%,i,0.4,-2.2%,-1%
CCCN(CCO)CCCc1ccccc1,-6%,2.7%,-9%,4,9,1.1,-1%,i,0.8,-1.8%,0%
O=C(CCc1nc2ccccc2c(=O)[nH]1)Nc1ccc(F)c([N+](=O)[O-])c1,14%,0.3%,-27%,7,-14,1,1%,·,·,-2.6%,11%
O=[N+]([O-])c1cc(-c2ccc(/C=N/c3nc4ccccn4c3-c3ccco3)o2)ccc1Cl,23%,5.8%,16%,-2,-4,0.8,4%,i,0.3,6.3%,15%
O=C(/C=C/c1c(Cl)cccc1Cl)NCCc1ccccc1,-3%,1.2%,-10%,-7,7,1.2,3%,i,0.5,-1.5%,-5%
CCOC(=O)c1sc(NC(=O)CSc2nnc(-c3ccc(OC)cc3)n2CCOC)nc1C,-10%,1.7%,0%,-2,19,1.1,5%,i,0.9,2.0%,0%
CCc1[nH]nc2c1C1(C(=O)N(Cc3ccccc3)c3ccccc31)C(C#N)=C(N)O2 (stereo not given),-1%,0.0%,18%,-7,-13,1.1,1%,i,1.4,-4.8%,19%
Cc1ccc(/C=C(\C#N)C(=O)Nc2c(C)cccc2C)s1,-7%,-0.2%,3%,-3,3,1.2,-1%,i,3.9,-3.5%,7%
